Source: PubChem BioAssay
NOD1 inhibition: inhibition of NOD1-driven NF-kB reporter – cell-based, luminescence, uHTS, primary screen (AID 1578). NOD1-driven NF-kB luciferase reporter cells, luminescence; higher % means a stronger effect. inhibition, % at 4 µM; hits with a dose series show EC50 in µM. hit rate 1% among 290,000; in the data active means inhibition mostly above about 36%, no sharp cut-off; inactive means mostly below about 34%;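 further: HEK-293T reporter cells stimulated with the NOD1 agonist gamma-tri-DAP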
NOD2 inhibition: inhibition of NOD2-driven NF-kB reporter – cell-based, luminescence, uHTS, HEK293 (AID 1566); HEK293 NOD2/NF-kB luciferase reporter, luminescence; higher % means a stronger effect; inhibition, % at 4 µM; hits with a dose series show EC50 in µM; hit rate 0.63% among 290,000; in the data active means inhibition above about 50%; further: many of its hits are not listed in these tables
An asterisk follows results filed as active.

SMILES	NOD1 inhibition	NOD2 inhibition
O=C(Nc1ccc(OC(F)F)cc1)c1cc(S(=O)(=O)N2CCOCC2)ccc1F	5%	7%
Cc1ccc(-c2nc3ccccc3c(=O)n2O)cc1	22%	-6%
COC(=O)Cn1cnc2c(cnn2-c2ccc(C)cc2)c1=O	-6%	5%
Cc1ccc(NC(=O)NC2CCCCCCC2)cc1	-62%	-19%
COCCNC(=O)CCn1nc(-c2ccc(C)cc2)ccc1=O	1%	3%
COc1cccc(NC(=O)CCN2C(=O)c3cccc([N+](=O)[O-])c3C2=O)c1	6%	16%
CCOC1=C/C(=C/c2c(N)n3nc(CC(=O)N4CCCCC4)sc3nc2=O)C=CC1=O	13%	6%
O=C(NCc1ccncc1)c1ccc(NS(=O)(=O)c2ccccc2)cc1	4%	22%
COc1ccccc1NC(=O)C1Cc2ccccc2CN1C(=O)c1ccco1 (centres undefined)	12%	-14%
CCc1ccc(CN2CCC(Oc3ccc(C(=O)N4CCCC4)cc3)CC2)cc1	-36%	-14%
COc1ccc(C(=O)Nc2c(N)nc(SCC(=O)c3ccccc3)[nH]c2=O)cc1	1%	-4%
C=CCn1c(SCC(=O)Nc2ccc(OC)cc2)nc2ccccc2c1=O	-9%	30%
O=C(N/N=C/c1ccc(O)c([N+](=O)[O-])c1)C(O)(c1ccccc1)c1ccccc1	-18%	7%
CCCCN(C(=O)C1CC(=O)N(c2ccc(OC)cc2OC)C1)c1c(N)n(CC(C)C)c(=O)[nH]c1=O (centres undefined)	-2%	14%
COC(CNC(=O)c1ccc2c(c1)ncn2C1CCCCCC1)OC	-16%	15%
CCc1nc(C(N)=O)c2[nH]c(=O)n(-c3ccccc3F)c2n1	-17%	6%
COc1ccc(CCNC(=O)CCOc2ccc(C)cc2)cc1OC	18%	-3%
CCOCCCn1c(=S)[nH]c2cc(C(=O)NCc3ccc(F)cc3)ccc2c1=O	2%	21%
CC(=O)c1ccc(N=C2NC(=O)C(CO)(CO)S2)cc1	-3%	-12%
CCN(Cc1ccncc1)C(=O)CCc1ccccc1	-23%	-8%
O=C(CCn1c(=O)c2cccn2c2cccnc21)NCc1cccc(Cl)c1	-13%	12%
Clc1cccc(-c2ccc(CNCc3ccccn3)o2)c1	-93%	-14%
COc1ccc(CC(=O)NCC2CCCN(Cc3ccccc3Cl)C2)cc1 (centres undefined)	-22%	-10%
COc1ccc2cc(C(N)=O)/c(=N\NC(=O)c3ccccc3)oc2c1	-12%	-87%
Cn1cc(CN2CCC(C(=O)Nc3cccc(-c4cccc(F)c4)c3)CC2)cn1	-16%	15%
CCc1nn(CC(=O)N2CCCCCC2)c(=O)c2cc3ccccc3n12	-20%	17%
CC(C)COP(=O)(c1ccc(N(C)C)cc1)C(O)c1ccc(Br)cc1 (centres undefined)	25%	-13%
COc1ccc(-c2csc(N(CCCN(C)C)C(=O)c3ccc(Br)cc3)n2)cc1	-18%	-16%
C=CCn1c2ccccc2c2n[nH]c(=S)nc21	-30%	-7%
Cn1c(=O)c2ccccc2n(CC(=O)NC2CCCCC2)c1=O	-16%	-5%
COc1ccccc1C(=O)Nc1ccc(Br)c2cccnc12	5%	14%
O=C(c1ccc(Cl)s1)N1CCCC(N2CCN(c3ccc(F)cc3)CC2)C1 (centres undefined)	1%	16%
Cc1ccc(C(=O)N2CCN(S(=O)(=O)c3cc(Br)ccc3Br)CC2)o1	-29%	5%
O=S(=O)(Nc1ccc(S(=O)(=O)N2CCCC2)cc1)c1ccc(F)cc1	-15%	6%
COc1ccccc1NC(=O)COC(=O)C1C2CC3OC(=O)C1C3C2 (centres undefined)	-11%	7%
O=C(CNC(=O)c1sc2ccccc2c1Cl)NC1CC1	-33%	-6%

Single records, from the list above. Values in the order: NOD1 inhibition, NOD2 inhibition
`COc1ccc(-c2csc(N(CCCN(C)C)C(=O)c3ccc(Br)cc3)n2)cc1` is listed as -18%, -16%
`Cn1c(=O)c2ccccc2n(CC(=O)NC2CCCCC2)c1=O` is listed as -16%, -5%
`Cc1ccc(C(=O)N2CCN(S(=O)(=O)c3cc(Br)ccc3Br)CC2)o1` is listed as -29%, 5%
`O=C(CNC(=O)c1sc2ccccc2c1Cl)NC1CC1` is listed as -33%, -6%
`Cn1cc(CN2CCC(C(=O)Nc3cccc(-c4cccc(F)c4)c3)CC2)cn1` is listed as -16%, 15%

More structures:
SMILES	NOD1 inhibition	NOD2 inhibition
CCCn1c2ccc(C)cc2c2nnc(SCCN3CCOCC3)nc21	-3%	-2%
NCC(=O)N1CCC(C(=O)N[C@@H](Cc2c[nH]c3ccccc23)C(=O)O)CC1	-11%	-18%
COC(=O)c1ccc(/C=C2/SC(=S)N(CCC(=O)N3CCOCC3)C2=O)cc1	-8%	-3%
Cc1ccc(O)c(NC(=O)c2cc(-c3ccccc3Cl)on2)c1	-35%	12%
Cc1cccc(NC(=O)CCN2C(=O)c3cccc([N+](=O)[O-])c3C2=O)c1	-1%	-5%
CC(=O)c1c(C)cc(C)c(CSc2ccccn2)c1C	-25%	9%
Cc1cc(C)cc(NC(=O)CCNC(=O)c2ccc([N+](=O)[O-])cc2)c1	-3%	15%
CNC[C@H](Cc1ccccc1)NC[C@@H](Cc1cccc2ccccc12)NCCc1ccc(C)cc1	1%	9%
COc1ccc(NC(=O)CNC(=O)c2ccco2)cc1	10%	4%
CCOc1ccc(NC(=O)CSc2nnc(CNC(=O)c3cccs3)o2)cc1	-14%	4%
CCCCC(=O)Nc1nnc(S(=O)(=O)N(C)Cc2ccco2)s1	-8%	15%
CCOc1ccc(OCC)c(S(=O)(=O)n2ccnc2C)c1	-71%	-3%

Among those listed so far, these contain a thiophene ring, fused or not.
SMILES	NOD1 inhibition	NOD2 inhibition
O=C(c1ccc(Cl)s1)N1CCCC(N2CCN(c3ccc(F)cc3)CC2)C1 (centres undefined)	1%	16%
O=C(CNC(=O)c1sc2ccccc2c1Cl)NC1CC1	-33%	-6%
CCOc1ccc(NC(=O)CSc2nnc(CNC(=O)c3cccs3)o2)cc1	-14%	4%

Continued.
SMILES	NOD1 inhibition	NOD2 inhibition
CC(C)(CNC(=O)Cc1ccc(Cl)cc1Cl)N1CCOCC1	-50%	-8%
CSCCC(NC(=O)COc1ccccc1)C(=O)NCc1cccs1 (centres undefined)	-20%	-13%
COC(=O)c1sccc1NC(=O)c1ccc(C(C)C)cc1	-2%	2%
Cc1nnc(SC(C)C(=O)Nc2ccc3ccccc3c2)[nH]c1=O (centres undefined)	-22%	2%
COc1ccc(NC(=O)CCNC(=O)Cn2ccc3ccccc3c2=O)cc1Cl	-15%	7%
Cc1oc2c(c(C)cc3oc(=O)c(CC(=O)NCC(=O)NCC(=O)O)c(C)c32)c1C	-5%	24%
CCOc1ccc(N(CC(=O)NCCc2ccccc2)C(=O)CCC(=O)Nc2nccs2)cc1	26%	-3%
CCc1cccc(NS(=O)(=O)c2c(C)nc3sc(CC)nn3c2=O)c1	-25%	7%
Cc1cc(C)nc(SCC(=O)c2ccc(O)c(O)c2)n1	-19%	-26%
CCOC(=O)c1ccc(S(=O)(=O)N2CCN(CC(O)COc3cccc(C(C)=O)c3)CC2)cc1 (centres undefined)	-12%	-5%
O=C(CN1CCOCC1)Nc1nc(-c2ccc(Cl)cc2)cs1	-4%	16%
CCN(C(=O)C1CCCO1)c1ccccc1 (centres undefined)	-10%	11%

Part of the list above in another layout.
Fields: NOD1 inhibition | NOD2 inhibition
- CSCCC(NC(=O)COc1ccccc1)C(=O)NCc1cccs1 (centres undefined)
  -20% | -13%
- CCN(C(=O)C1CCCO1)c1ccccc1 (centres undefined)
  -10% | 11%
- CCOc1ccc(N(CC(=O)NCCc2ccccc2)C(=O)CCC(=O)Nc2nccs2)cc1
  26% | -3%

Continuation.
SMILES	NOD1 inhibition	NOD2 inhibition
CC(Oc1ccc2c(c1)c1ccnc3c4ccccc4c(=O)n2c13)C(=O)NCCN1CCOCC1 (centres undefined)	-10%	2%
CC(=O)Oc1cccc(C(=O)Nc2ccccc2NC(=O)c2cccc(OC(C)=O)c2)c1	3%	-6%
Brc1cccc(OCCCNC2CCCC2)c1	-6%	-38%
CCCn1c(COc2ccccc2)nc2ccccc21	-28%	-25%
CC(C)(C)OC(=O)N1Cc2ccccc2C[C@H]1C(=O)NCC(=O)NCC1CCCO1 (some centres undefined)	-19%	-19%
Cc1ccc(-n2nc3c(=O)n(CC(=O)NCCc4ccccc4C)nc(C)c3c2C)cc1	30%	39%
O=C(O)c1c(-c2ccccc2)oc2ccc(O)cc12	-3%	22%
CN(C)c1ccc(/C=N/NC(=O)CN2CCCCC2)cc1Br	-33%	2%
Cc1nnc2c(NCCC(C)C)nc3ccccc3n12	-2%	9%
Cc1ccccc1C(=O)NCCCn1ccnc1	2%	13%
COc1cc(CC(=O)NCC(C)(C)N2CCOCC2)cc(OC)c1OC	3%	9%
CCOC(=O)C1C(c2ccccc2O)NC(=O)NC1(O)C(F)(F)F (centres undefined)	-51%	-11%
O=C(NCCOc1ccccc1)c1cc(S(=O)(=O)N2CCOCC2)ccc1F	-16%	17%
Cc1cccc(NC(=O)c2cccc(NC(=O)c3ccccc3)c2)n1	-36%	-4%
CCCn1c(SCC(=O)NNC(=O)c2ccc(OC)cc2)nnc1C(C)C	-28%	18%
Cc1cc2c3c([nH]c2cc1S(=O)(=O)NCc1ccc(CN2CCCCCC2)o1)CC(C)(C)CC3=O	27%	11%
Cc1c(C(=O)N2CCCCCC2)c(S(=O)(=O)NCc2ccccc2Cl)c(C)n1C	-17%	-1%
CCOc1ccc2nc(SCC(=O)NC3CCCCC3)[nH]c2c1	-6%	9%
CC(C)C(=O)Nc1nnc(S(=O)(=O)N2CCCCCC2)s1	-15%	4%
CCOc1cc(C(=O)Oc2cc(C)[nH]c(=O)c2[N+](=O)[O-])cc(OCC)c1OCC	-3%	10%
COc1ccc(OCC(=O)Nc2ccc(S(=O)(=O)N3CCCCC3)cc2)cc1	-28%	-7%
Nc1nonc1-n1nnc(C(=O)N/N=C/c2ccco2)c1-c1ccccc1	-30%	2%
COc1ccc(NS(=O)(=O)c2cccc(C(=O)NC3CCC(O)CC3)c2)cc1 (centres undefined)	3%	12%
COc1ccc(Cl)cc1Nc1nc(C)nc2c1nnn2Cc1ccccc1	-21%	14%
CCOC(=O)c1c(C)oc2c1cc(NS(=O)(=O)c1ccc(C(=O)O)cc1)c1ccccc12	-23%	-4%
COCCNC(=O)C(c1ccc(F)cc1)N(CCOC)C(=O)CCC(=O)Nc1ccccn1 (centres undefined)	14%	-26%
CCCC(=O)N1CCN(c2nc3c(OC)ccc(Cl)c3s2)CC1	-1%	-5%
Cc1ccc(OCC(=O)NCCCNC(=O)c2cccnc2)cc1	1%	-14%
O=C(N/N=C/c1ccccc1O)C1CC(=O)N(c2ccc(F)cc2)C1 (centres undefined)	20%	59%*
O=C(NCc1ccco1)C1CCN(S(=O)(=O)c2cccc([N+](=O)[O-])c2)CC1	0%	-7%
CCOc1ccc(NC(=O)CCc2nnc3ccc(N4CCC(C)CC4)nn23)cc1	-16%	19%
O=C(c1cccc([N+](=O)[O-])c1)N1CCN(c2ncccn2)CC1	-6%	17%
Cc1ccc(N(C(=O)c2csnn2)C(C(=O)NCc2ccccc2)c2ccccn2)cc1 (centres undefined)	-39%	-4%
CCc1nn(C(C)C(=O)NCCN2CCCCCC2)c(=O)c2cc3occc3n12 (centres undefined)	-5%	4%
COc1ccc(C(=O)Nc2ccccc2[N+](=O)[O-])cc1S(=O)(=O)N1CCOCC1	-16%	4%
CCCC(O)(c1ccc(CC)cc1)C(CN1CCOCC1)c1ccccc1 (centres undefined)	-6%	-18%
COc1ccc(C)cc1S(=O)(=O)N(CC(=O)N1CCCC1)c1ccc(C)cc1	-33%	6%
CCc1c(C)c2ccc(O)c(CN3CCCC3)c2oc1=O	0%	11%
CC(=O)N1c2ccc(S(=O)(=O)N3CCCC(C(=O)Nc4cc(C)cc(C)c4)C3)cc2CC1C (centres undefined)	-9%	10%
Cc1cccc(N(C(=O)Cc2cccs2)C(C(=O)NC2CCCC2)c2ccncc2)c1 (centres undefined)	4%	-2%
CCOc1ccc(C2C(C(=O)c3ccc(C)o3)=C(O)C(=O)N2c2nc(C)c(C(=O)OC)s2)cc1 (centres undefined)	-28%	-23%
CSCC(C)N1CCC(n2nccc2NC(=O)c2ccc3c(c2)OCO3)CC1 (centres undefined)	-24%	11%
Cc1ccc(N(CC(=O)Nc2cc(C)ccc2C)S(C)(=O)=O)cc1	-26%	20%
COc1ccc(OCC(=O)NNC(=S)NC(=O)C2CCCCC2)cc1	9%	0%
COc1ccc(NC(=O)C(NS(=O)(=O)c2cccs2)C(C)C)cc1Cl (centres undefined)	9%	6%
CC(=O)c1ccc(N2CCN(C(=O)Cn3cnc(S(=O)(=O)N4CCCCC4)c3)CC2)cc1	-26%	1%
O=C(NCC(=O)N1CCCCCC1)c1ccc(Br)cc1	-26%	11%
CC(=O)Nc1ccccc1-c1nc2cc(C#N)c(C#N)cc2[nH]c1=O	-4%	3%
CCN(CC)c1ccc(C=NCCNS(=O)(=O)c2ccc(C)cc2)cc1	-13%	-11%
COc1cc(OC)cc(C(=O)Nc2ccccc2-c2nnn(CC(=O)Nc3cc(C)on3)n2)c1	-9%	17%
COc1cc(/C=N\NC(=O)CC#N)ccc1OC/C=C/c1ccccc1	-24%	-9%
Cc1ccccc1CC(=O)N1CC(C)OC(C)C1 (centres undefined)	-16%	6%
N#Cc1ccccc1COC(=O)c1cc(=O)c2ccccc2o1	9%	-7%
COc1ccccc1C(=O)NNC(=O)c1ccc(C)cc1	-9%	2%
CCN(CC)Cc1c(C(=O)N/N=C/c2cccs2)nnn1-c1nonc1N	-8%	1%

Not all compounds are listed; the hit share may differ from the screen's.
